Screening results as filed in PubChem BioAssay.
GSTO1 inh: inhibitors of recombinant GSTO1, primary screen, counter-screen for RBBP9 inhibitor project, biochemical, fluorescence polarization; activity-based probe fluorescence polarization; inhibition, % at 5.96 µM; 1.1% of 300,000 active; AID 1974, 2009;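 active means inhibition above the campaign mean inhibition plus 3 SD, cut at about 35% in these data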;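 further: 0% = GSTO1-1 with DMSO and 100% = wells lacking GSTO1-1 enzyme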
PAFAH1B3 FP inh: PAFAH1B3 enzyme inhibitors, primary screen, biochemical, fluorescence polarization, human; Platelet-activating factor acetylhydrolase IB subunit alpha1 (Homo sapiens), Q15102; recombinant PAFAH1B3, FP-rhodamine probe; inhibition, % at 3.39 µM; 0.28% of 340,000 active; AID 492972, 2010;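 active means inhibition above the screen-wide average of all tested compounds plus 3 SD, cut at about 25% in these data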;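 further: 0% = enzyme with DMSO only and 100% = wells lacking PAFAH1B3 protein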
Target sequence (Q15102 whole entry, looked up): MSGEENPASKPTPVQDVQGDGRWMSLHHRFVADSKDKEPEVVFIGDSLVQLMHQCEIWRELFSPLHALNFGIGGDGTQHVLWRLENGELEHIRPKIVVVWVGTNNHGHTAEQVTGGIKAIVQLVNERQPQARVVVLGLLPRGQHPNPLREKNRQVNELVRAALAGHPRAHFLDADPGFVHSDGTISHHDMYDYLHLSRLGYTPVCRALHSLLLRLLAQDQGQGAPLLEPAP
PAFAH2 inh: PAFAH2 enzyme inhibitors, primary screen, biochemical, fluorescence polarization, human; inhibition, % at 3.39 µM; 0.99% of 340,000 active; recombinant PAFAH2, FP-rhodamine activity probe; Platelet-activating factor acetylhydrolase 2, cytoplasmic (Homo sapiens), Q99487;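 active means inhibition above the mean over all tested compounds plus 3 SD, cut at about 30% in these data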;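 further: inhibitors block probe labeling of enzyme so polarization drops; 0% = enzyme with DMSO and 100% = wells lacking PAFAH2 protein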
PAD4 inh: human PAD4 inhibitors, primary screen, biochemical, fluorescence polarization, 1536-well format | AID 485272, 2010 | 0.41% of 330,000 active | Protein-arginine deiminase type-4 (Homo sapiens), Q9UM07 | inhibition, % at 6.36 µM | recombinant PAD4, RCA probe fluorescence polarization;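 active means percent inhibition above a cutoff equal to the mean of all tested compounds plus 3 SD, cut at about 15% in these data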;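 further: 0% = PAD4 with RCA probe and DMSO and 100% = probe without PAD4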
pPAFAH inh: pPAFAH enzyme inhibitors, primary screen, biochemical, fluorescence polarization, human. recombinant pPAFAH, FP-rhodamine probe fluorescence polarization. inhibition, % at 3.39 µM. 1.5% of 330,000 active;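 active means inhibition above the mean inhibition across the screen plus 3 SD, cut at about 25% in these data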;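 further: inhibitors block binding of the rhodamine activity-based probe so polarization drops; 0% = enzyme with DMSO and 100% = wells lacking pPAFAH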
PREPL inhibitor: PREPL enzyme inhibitors, primary screen, biochemical, fluorescence polarization; Prolyl endopeptidase-like (Homo sapiens), Q4J6C6; recombinant PREPL, fluorescence polarization activity-based probe; inhibition, % at 5.96 µM; 0.68% of 320,000 active; in the data active means inhibition above about 43%;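 further: 0% = enzyme with DMSO and 100% = wells lacking enzyme; many of its hits are not listed in these tables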
Target sequence (Q4J6C6 whole entry, looked up): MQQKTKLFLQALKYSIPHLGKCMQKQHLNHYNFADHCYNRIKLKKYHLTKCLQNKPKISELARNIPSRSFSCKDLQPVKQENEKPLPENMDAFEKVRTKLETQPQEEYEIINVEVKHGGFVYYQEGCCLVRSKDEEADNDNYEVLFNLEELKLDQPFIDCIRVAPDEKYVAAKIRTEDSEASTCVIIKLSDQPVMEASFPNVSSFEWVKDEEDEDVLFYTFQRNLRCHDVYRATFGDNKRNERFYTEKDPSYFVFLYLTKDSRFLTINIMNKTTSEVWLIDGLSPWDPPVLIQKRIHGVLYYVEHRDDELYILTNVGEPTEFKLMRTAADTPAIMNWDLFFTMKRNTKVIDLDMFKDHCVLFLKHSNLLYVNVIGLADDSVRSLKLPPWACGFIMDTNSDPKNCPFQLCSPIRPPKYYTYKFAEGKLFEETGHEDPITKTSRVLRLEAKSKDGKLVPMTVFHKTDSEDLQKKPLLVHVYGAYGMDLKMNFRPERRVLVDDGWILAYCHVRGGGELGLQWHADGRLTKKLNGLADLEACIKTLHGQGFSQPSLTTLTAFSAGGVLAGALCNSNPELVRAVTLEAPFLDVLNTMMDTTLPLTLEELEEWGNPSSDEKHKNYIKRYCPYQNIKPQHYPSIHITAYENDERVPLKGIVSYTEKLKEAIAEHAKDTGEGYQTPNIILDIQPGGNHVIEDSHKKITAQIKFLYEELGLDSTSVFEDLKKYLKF
LYPLA1 inh: LYPLA1 inhibitors, primary screen, counter-screen for PME1 inhibitor project, biochemical, fluorescence polarization, FP-Rh probe ABPP | Acyl-protein thioesterase 1 (Homo sapiens), O75608 | recombinant LYPLA1 | inhibition, % at 5.9 µM | 0.16% of 320,000 active | AID 2174, 2009;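 active means inhibition above the mean of all tested compounds plus 3 SD, set per campaign, cut at about 14% in these data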;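 further: inhibitors block serine hydrolase probe labeling of LYPLA1 so polarization falls; 0% = enzyme with DMSO and 100% = wells lacking LYPLA1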
PAFAH1B2 FP inh: PAFAH1B2 enzyme inhibitors, primary screen, biochemical, fluorescence polarization, human; Platelet-activating factor acetylhydrolase IB subunit alpha2 (Homo sapiens), P68402; recombinant PAFAH1B2, FP-rhodamine activity probe; inhibition, % at 3.39 µM; 1.2% of 340,000 active; AID 492953, 2010;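 active means inhibition above the mean of all tested compounds plus 3 SD, cut at about 24% in these data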;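 further: 0% = enzyme with DMSO and 100% = wells lacking PAFAH1B2; many of its hits are not listed in these tables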
LYPLA2 inh: LYPLA2 inhibitors, primary screen, counter-screen for PME1 inhibitor project, biochemical, fluorescence polarization, FP-Rh probe ABPP. AID 2177, 2009. recombinant LYPLA2. 0.38% of 320,000 active. inhibition, % at 5.9 µM;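 active means inhibition above the screen-wide mean plus 3 SD, limit set per campaign, cut at about 26% in these data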;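 further: 0% = LYPLA2 with DMSO and 100% = wells lacking LYPLA2 enzyme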
* marks the source's active call; other numbers are inactive results; nt = not tested or not shown. Only part of the results is shown, so the mix of outcomes need not match the whole.

Order of values – GSTO1 inh	PAFAH1B3 FP inh	PAFAH2 inh	PAD4 inh	pPAFAH inh	PREPL inhibitor	LYPLA1 inh	PAFAH1B2 FP inh	LYPLA2 inh
O=c1[nH]c(CN2CCN(c3ccccc3)CC2)nc2scc(-c3ccccc3)c12
 : -4	-7	6	-5	1	16	-3	-4	-3
CC(NCC(O)COC1CCC(C(C)(C)C)CC1)c1ccccc1 (configuration not stated)
 : 1	4	1	3	0	-5	2	4	4
COc1cc(C=C(c2nc3ccccc3s2)c2nc3ccccc3s2)cc(OC)c1O
 : 1	5	20	-8	20	32	-5	10	7
O=C(CSCC(=O)Nc1cccc2ccccc12)Nc1cccc2ccccc12
 : -11	5	-1	-6	-6	-8	-5	-1	-12
CC(=O)O/C(=C\c1cn(C(C)=O)c2ccccc12)C(=O)O
 : 15	6	-5	-4	0	0	-3	-3	6
Cc1ccc(NC(=O)Cn2nc(-c3ccccc3)nc2-c2ccccc2)c(C)c1
 : -2	-5	9	1	1	-4	-6	0	-11
CC(C)C(NC(=O)c1ccco1)C(=O)NC1CCCCCC1 (configuration not stated)
 : 2	4	-9	-6	5	-1	0	1	3
Cc1ccc(S(=O)(=O)N2CCOCC2)cc1C(=O)OCC(=O)NCc1ccccc1
 : -4	3	3	4	-1	-5	-1	0	-2
CCN1C(=O)/C(=C2/C(=O)N3c4c(cc(OC(C)=O)cc42)C(C)=CC3(C)C)SC1=S
 : 2	5	-1	0	-1	-4	2	-1	2
CCN(CC)C(=O)CSc1nnc2nnc3cc(OC)ccc3n12
 : 1	nt	nt	-12	4	-1	0	nt	2
O=C(NCc1cccc(C(F)(F)F)c1)C1CCCN(c2ncccn2)C1 (configuration not stated)
 : 7	-1	3	-1	-4	5	-5	4	-3
O=C1/C(=C\c2ccc(O)cc2)SC(=S)N1c1cccnc1
 : 2	-2	-7	2	-9	8	-7	-1	-1
CC(=O)c1sc(-c2ccccc2)cc1NS(=O)(=O)c1ccccc1
 : 3	nt	nt	0	-2	0	1	nt	-2
O=C(Nc1nc(-c2ccc(S(=O)(=O)N3CCCC3)cc2)cs1)c1cccs1
 : -37	-14	-12	-1	-19	-9	-33	-13	-55
COCCNC(=O)CN1N=C(c2ccc(C)cc2)CCC1=O
 : 2	-3	-11	2	3	-8	2	-3	4
CN(C)c1ccc(C=NC(CO)C(O)c2ccc([N+](=O)[O-])cc2)cc1 (configuration not stated)
 : 2	4	2	-3	3	-1	0	8	3
CCCc1cc(=O)[nH]c(SCc2nc3ccccc3s2)n1
 : -3	10	1	1	0	-2	-3	7	-2
O=C(CNC(=S)N(Cc1ccccc1)Cc1cccnc1)N1CCOCC1
 : -4	2	-3	4	1	4	2	1	2
Cc1ccc(OCc2cc(C(=O)N(CCO)Cc3cccs3)no2)cc1C
 : -3	1	5	-3	-6	1	-2	-2	-1
COc1ccc(C(=O)c2cc([N+](=O)[O-])ccc2N2CCN(C)CC2)cc1
 : -4	4	1	-5	3	-1	-3	1	-1
CC1CC(C)CN(S(=O)(=O)c2ccc(C(=O)N3CCOCC3)cc2)C1 (configuration not stated)
 : 3	3	6	-3	3	12	4	4	8
NC(=O)c1ccsc1NC(=O)COC(=O)CCOc1ccccc1
 : 13	3	1	-3	5	32	0	1	3
COc1ccccc1OCC(=O)Nc1nonc1NC(=O)COc1ccccc1OC
 : 3	1	-2	-2	1	-4	-3	7	-6
CC(=O)Nc1ccc(S(=O)(=O)N2CCCCC2C(=O)O)cc1 (configuration not stated)
 : 1	3	-7	-4	-5	1	2	0	1
CCOc1cc(C2NC(=O)c3ccccc3O2)ccc1OC(C)C (configuration not stated)
 : 3	10	9	-2	-6	-3	-2	6	-5
Cc1ccc(NC(=O)N2CCCn3c(SCC(=O)c4ccccc4)nnc32)cc1
 : 6	nt	nt	0	2	-1	3	nt	-2
CCCOc1ccc(/C=N/NC(=O)C(C)Sc2ccccn2)cc1OCC (configuration not stated)
 : -2	2	-2	3	0	4	2	-3	1
O=C(c1ccc(N2CCCC2=O)cc1)N1CCOCC1
 : 7	11	-2	2	-5	8	0	6	-6
O=C(CCCCCNS(=O)(=O)c1ccc(Br)cc1)NCCN1CCOCC1
 : 7	6	5	0	10	2	2	8	8
COc1ccc(CNC(=O)C2CCN(S(=O)(=O)c3ccc(-c4nn[nH]n4)cc3)CC2)cc1
 : -7	-1	-10	0	3	-4	0	0	2
CC(=O)NC(Cc1c[nH]c2ccccc12)C(=O)N/N=C/c1ccccc1 (configuration not stated)
 : 6	10	0	-4	-6	8	-1	12	-2
CCOC(=O)N1CCN(S(=O)(=O)c2ccc(C(=O)N(CCN(CC)CC)c3nc4ccc(C)cc4s3)cc2)CC1
 : 13	-3	-4	3	-6	16	3	3	3
COc1ccccc1N(CC(=O)N/N=C/c1c(O)ccc2ccccc12)S(C)(=O)=O
 : 12	12	6	1	19	7	-3	7	0
Cc1ccc(S(=O)(=O)Nc2cc(S(=O)(=O)N3CCOCC3)ccc2NCC2CCCO2)cc1 (configuration not stated)
 : nt	2	7	-5	-1	5	1	8	-1
O=C(NCCS(=O)(=O)N1CCC2(CC1)OCCO2)c1ccccc1
 : 2	-3	5	3	1	1	4	-2	-1
CS(=O)(=O)NCC(c1cccnc1)N1CCN(c2ccccc2F)CC1 (configuration not stated)
 : 0	2	4	0	-1	2	-2	4	0
CCc1ccc(C2CC(c3ccc(F)cc3)Nc3nc(N)nn32)cc1 (configuration not stated)
 : 10	7	-5	-5	-1	24	-2	6	0
O=C(NS(=O)(=O)Nc1ccccn1)c1c[nH]c2ccccc12
 : 2	-2	-1	2	0	0	-3	3	-1
CC(Oc1ccc(C(=O)c2ccccc2)cc1)C(=O)Nc1ccc(S(N)(=O)=O)cc1 (configuration not stated)
 : -1	-1	-6	0	4	-7	-4	-5	5
CC(C)CCNC(=O)CCc1nnc(Cc2c[nH]c3ccccc23)o1
 : 5	11	-5	1	4	9	-5	6	1
Cc1occc1-c1nnc(SCC(=O)NC2CCC(C)CC2)o1 (configuration not stated)
 : nt	4	1	0	1	20	3	6	7
CCOc1ccc(NC(=O)CC2C(=O)N(c3ccccc3)C(=O)N2Cc2ccccn2)cc1 (configuration not stated)
 : 0	-1	5	5	-1	14	-2	2	-3
Cc1ccc(-c2noc(CNC(=O)c3ccoc3C)n2)cc1
 : -3	8	1	1	-7	6	-3	4	-2
CCSc1nc(O)c(C(c2cccc(OC)c2)c2c(O)nc(SCC)[nH]c2=O)c(=O)[nH]1
 : -3	11	-8	-2	-1	1	-5	2	-4
COc1ccc(N2CC(C(=O)Nc3nc4ccc(F)cc4s3)CC2=O)c(OC)c1 (configuration not stated)
 : -2	15	3	-2	6	31	0	7	5
CC(=O)COc1ccc2cc(-c3ccccc3)c(=O)oc2c1
 : -1	1	0	2	10	-6	2	3	7
N#Cc1c(SCC(=O)Nc2ccccc2)nsc1SCC(=O)Nc1ccccc1
 : -9	-3	-5	6	-2	2	-3	2	-6
O=C(O)c1ccc(CSc2nc(-c3ccccc3)cc(C(F)(F)F)n2)cc1
 : -5	4	-2	-3	17	-2	-6	6	3

By substructure, the entries above with an NH in an aromatic ring (7)
Order of values – GSTO1 inh	PAFAH1B3 FP inh	PAFAH2 inh	PAD4 inh	pPAFAH inh	PREPL inhibitor	LYPLA1 inh	PAFAH1B2 FP inh	LYPLA2 inh
O=c1[nH]c(CN2CCN(c3ccccc3)CC2)nc2scc(-c3ccccc3)c12
 : -4	-7	6	-5	1	16	-3	-4	-3
CCCc1cc(=O)[nH]c(SCc2nc3ccccc3s2)n1
 : -3	10	1	1	0	-2	-3	7	-2
COc1ccc(CNC(=O)C2CCN(S(=O)(=O)c3ccc(-c4nn[nH]n4)cc3)CC2)cc1
 : -7	-1	-10	0	3	-4	0	0	2
CC(=O)NC(Cc1c[nH]c2ccccc12)C(=O)N/N=C/c1ccccc1 (configuration not stated)
 : 6	10	0	-4	-6	8	-1	12	-2
O=C(NS(=O)(=O)Nc1ccccn1)c1c[nH]c2ccccc12
 : 2	-2	-1	2	0	0	-3	3	-1
CC(C)CCNC(=O)CCc1nnc(Cc2c[nH]c3ccccc23)o1
 : 5	11	-5	1	4	9	-5	6	1
CCSc1nc(O)c(C(c2cccc(OC)c2)c2c(O)nc(SCC)[nH]c2=O)c(=O)[nH]1
 : -3	11	-8	-2	-1	1	-5	2	-4

Some of these compounds in order of heavy-atom count, largest number first:
Order of values – GSTO1 inh	PAFAH1B3 FP inh	PAFAH2 inh	PAD4 inh	pPAFAH inh	PREPL inhibitor	LYPLA1 inh	PAFAH1B2 FP inh	LYPLA2 inh
COc1ccc(N2CC(C(=O)Nc3nc4ccc(F)cc4s3)CC2=O)c(OC)c1 (configuration not stated)
 : -2	15	3	-2	6	31	0	7	5
O=C(NCCS(=O)(=O)N1CCC2(CC1)OCCO2)c1ccccc1
 : 2	-3	5	3	1	1	4	-2	-1
CC(=O)COc1ccc2cc(-c3ccccc3)c(=O)oc2c1
 : -1	1	0	2	10	-6	2	3	7
